CRFBP-R2 agonist = agonists of human CRF-binding protein/CRF-R2 receptor complex; HEK293 CRF-R2/CRF-BP, calcium dye fluorescence (FLIPR); percent of saturating CRF peptide response; activation, % at 13.2 µM; 0.46% of 350,000 active; AID 588473;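 active = activation of at least 50%, plus an integration ratio under a set limit after plate pattern correction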;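 also: plate controls were neutral control wells without compound for no effect and CRF at EC100 for full effect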
CRFR2-BP antag = blocks CRF-induced signaling of the CRF-BP/CRF-R2 complex | HEK293 CRF-R2/CRF-BP, CRF-induced calcium fluorescence | inhibition, % at 11.8 µM | 0.59% of 350,000 active;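 active = inhibition of the ligand-induced calcium signal above about 50% at the single tested concentration, limit read from the data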
M5 antag = antagonists of human muscarinic M5 receptor (CHRM5) | P08912 | CHO-hM5 cells, Fluo-8 calcium fluorescence, ACh EC80 | inhibition, % at 3 µM | 0.59% of 360,000 active;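 active = inhibition above a per-plate cutoff, the mean of that plate's test compounds plus 3 SD, cut at about 27% in these data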;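 also: 0% = acetylcholine EC80 with DMSO and 100% = DMSO without agonist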
CHRM4 PAM = potentiates acetylcholine response at human M4 receptor; P08173; CHO-K1 hM4/Gqi5, Fluo-8 calcium fluorescence, ACh EC20; 0% = ACh EC20, 100% = maximal ACh; activation, % at 3 µM; 0.4% of 360,000 active; AID 624126;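 active = activation above its plate's cutoff, the mean activation of sample wells plus 3 SD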; also: some results filed as inactive read as strong as hits
IDE cell inh = inhibits human insulin-degrading enzyme in HEK cells | FAbetaB cleavage, fluorescence polarization | inhibition, % at 5.59 µM | 0.41% of 320,000 active | AID 434962;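 active = percent inhibition above the average of all tested compounds plus 3 SD, set per screening campaign, cut at about 16% in these data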;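 also: IDE supplied by intact live HEK cells; FP after avidin binding of uncleaved biotin substrate so inhibition keeps polarization high; 0% = DMSO wells and 100% = 60 µM reference IDE inhibitor Ii1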
Target sequence (P14735 whole entry, looked up): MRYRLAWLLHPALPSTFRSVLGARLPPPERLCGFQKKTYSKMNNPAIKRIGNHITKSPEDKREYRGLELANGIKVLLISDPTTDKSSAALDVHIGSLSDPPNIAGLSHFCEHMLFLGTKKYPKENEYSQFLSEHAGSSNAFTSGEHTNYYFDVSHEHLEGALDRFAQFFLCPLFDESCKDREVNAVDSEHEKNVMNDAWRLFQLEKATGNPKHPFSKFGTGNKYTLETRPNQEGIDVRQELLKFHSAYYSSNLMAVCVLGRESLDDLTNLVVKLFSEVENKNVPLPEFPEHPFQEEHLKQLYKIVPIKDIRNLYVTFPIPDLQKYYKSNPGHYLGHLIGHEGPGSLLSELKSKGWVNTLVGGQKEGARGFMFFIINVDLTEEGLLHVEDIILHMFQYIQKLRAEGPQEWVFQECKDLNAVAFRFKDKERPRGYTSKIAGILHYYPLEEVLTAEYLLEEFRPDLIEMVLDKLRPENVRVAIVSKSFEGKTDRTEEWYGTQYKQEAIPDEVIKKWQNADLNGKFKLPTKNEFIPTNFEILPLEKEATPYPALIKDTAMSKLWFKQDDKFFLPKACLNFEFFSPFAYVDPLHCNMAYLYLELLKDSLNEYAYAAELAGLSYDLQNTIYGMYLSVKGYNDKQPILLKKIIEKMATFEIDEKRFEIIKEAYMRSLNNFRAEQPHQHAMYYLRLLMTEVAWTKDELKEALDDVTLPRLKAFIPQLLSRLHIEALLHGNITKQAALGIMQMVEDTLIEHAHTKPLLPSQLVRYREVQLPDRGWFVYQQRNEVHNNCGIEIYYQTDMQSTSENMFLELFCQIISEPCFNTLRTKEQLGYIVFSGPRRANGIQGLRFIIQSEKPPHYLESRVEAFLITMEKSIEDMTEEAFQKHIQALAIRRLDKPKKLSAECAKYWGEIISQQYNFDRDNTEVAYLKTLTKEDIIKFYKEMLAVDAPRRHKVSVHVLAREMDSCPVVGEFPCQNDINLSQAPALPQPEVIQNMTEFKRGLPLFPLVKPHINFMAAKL
CHRM4 antagonist = antagonists of human muscarinic M4 receptor (CHRM4); CHO-hM4 cells, ACh EC80, Fluo-8 calcium fluorescence; inhibition, % at 3 µM; 0.73% of 360,000 active; AID 624125;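 active = inhibition above its plate's cutoff, the mean inhibition of sample wells plus 3 SD, cut at about 27% in these data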;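 also: 0% = acetylcholine EC80 with DMSO and 100% = DMSO without agonist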
M5 PAM = CHRM5 positive allosteric modulation | 0.3% of 360,000 active | CHO-K1 hM5, Fluo-8 calcium, ACh EC20 PAM; 0% = ACh EC20, 100% = ACh EC100 | activation, % at 3 µM | AID 624038;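 active = activation above the run cutoff, the mean activation of all test compounds plus 3 SD, cut at about 18% in these data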
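Measured by: Fluo-8 calcium fluorescence; material: human M5 receptor in CHO-K1 cells; schedule: Post-acetylcholine fluorescence recording 140 s; benchmarks: low control EC20 acetylcholine (0%), high control EC100 acetylcholine (100%); read-out: Max/basal fluorescence ratio as % of EC20–EC100 ACh window; compound: single dose, 3 µM nominal final test concentration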
CHRM4 agonist = agonists of human muscarinic M4 receptor (CHRM4); P08173; CHO-K1 hM4/Gqi5, Fluo-8 calcium fluorescence; vehicle 0%, full acetylcholine response 100%; activation, % at 3 µM; 0.14% of 360,000 active; AID 624127;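 active = activation above the run mean over all test wells plus 3 SD, cut at about 32% in these data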;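 also: peak over basal fluorescence ratio per well then scaled between controls; 0% = DMSO wells and 100% = acetylcholine at EC100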
CHRM5 agonist = CHRM5 agonism in calcium assay. P08912. CHO-K1 hM5 cells, Fluo-8 calcium fluorescence; 0% DMSO wells, 100% maximal acetylcholine response. activation, % at 3 µM. 0.19% of 360,000 active. AID 624037;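 active = activation above the run's mean over test compounds plus 3 SD, cut at about 23% in these data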;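 also: signal is peak over basal fluorescence ratio across the kinetic read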
The depositor's hits bear a star; / = not tested or not shown. Hits appear at their usual frequency; about 2.9% have a hit in one of these screens.

Second line of a record – CHRM4 PAM, M5 PAM, CHRM4 antagonist, CHRM4 agonist, M5 antag, IDE cell inh, CHRM5 agonist, CRFR2-BP antag, CRFBP-R2 agonist
COc1ccc(C(=O)NNC(=O)CCc2ccccc2OC)cc1
→ -5, -2, 1, 1, 5, 5, -3, -7, -0.4
COCCn1c(SCc2nc3cc(OC)c(OC)cc3c(=O)[nH]2)nnc1-c1ccncc1
→ 12, -7, -1, 1, 8, -5, -3, 7, -0.1
COc1cc(OC)c(C(=O)NCC2CCCO2)cc1OC (stereo unspecified)
→ 4, 9, 4, 1, 1, -3, -4, 4, -1.3
Cc1cc(OCC(=O)OCC(=O)N(C)c2c(N)n(Cc3ccccc3)c(=O)[nH]c2=O)ccc1Cl
→ 3, -2, 2, 1, -6, -2, -3, 14, -1.4
O=C(O)c1ccc2c(c1)ncn2C1CCCCC1
→ 4, -4, -2, 1, -1, -10, 1, 12, -0.7
C/C(=N\NC(=O)Cn1c(C)nc2ccccc21)c1cccs1
→ 4, 0, -10, 4, -2, 1, 2, 5, 2.0
COc1ccc(Cl)cc1C(=O)NNC(=O)c1n[nH]c2ccccc12
→ 1, -1, 5, 1, 9, -3, 1, 3, -0.2
CN(C)C(=O)CSc1cccc2cccnc12
→ 1, -2, 13, 0, -1, 10, -4, 0, 1.1
COC(=O)c1cscc1S(=O)(=O)Cc1ccccc1
→ 8, 4, -13, 2, -1, 2, -2, -4, -0.1
COc1ccc(-c2n[nH]c(=S)n2-c2cc(OC)ccc2OC)cc1
→ 9, 6, 6, 0, 1, -6, 1, 5, -1.3
Cc1ccc(C(=O)NCCNS(=O)(=O)c2ccccc2[N+](=O)[O-])cc1
→ -5, 2, 0, 0, 0, 3, 1, 13, -1.4
Cc1ccccc1NC(=O)CSc1nnc(NC(=O)C2CC2)s1
→ 5, 11, -15, 0, -9, -1, 0, 0, 0.9
CCC(CC)NC(=O)c1cccc(NC(=O)C(C)C)c1
→ 9, 1, 2, 1, -1, 0, -1, 3, 0.7
c1ccc(CCCCc2ccccn2)cc1
→ 1, 8, -3, 0, 7, /, -4, 28, -4.4
CC(C)C(=O)Nc1ccc2c(c1)oc1ccccc12
→ -4, -7, 7, 0, 16, 4, -6, -8, 0.1
COc1ccccc1N1CCN(S(=O)(=O)c2ccc3c(c2)NC(=O)C(C)C(=O)N3)CC1 (stereo unspecified)
→ -8, -17, -11, 24, 11, 8, 3, -6, -1.0
O=C1NC[C@@H](CCCCN2C[C@H](Cc3ccc(O)cc3)N(Cc3ccccc3)C(=O)C2=O)N(CCC2CCCCC2)C1=O
→ 10, 2, -6, 1, 0, /, -4, /, /
COc1ccc(NC(=O)N2CCc3ccccc3C2)cc1OC
→ 0, -7, 1, 1, 10, -2, -4, -5, -0.1
CCCNC(=O)COC(=O)c1ccc(OCC(=O)Nc2ccccc2OC)c(OC)c1
→ 1, -3, 3, 3, 12, -2, -5, 15, -2.6
CC(=O)N(Cc1ccc(F)cc1)C1=C(NCc2ccccc2)C(=O)c2ccccc2C1=O
→ -3, -4, -8, 3, 2, /, -1, -13, -2.0
O=C(COC(=O)CNS(=O)(=O)c1cc(C(F)(F)F)ccc1Cl)NC1CC1
→ 7, -2, -4, 1, 8, 6, 1, 0, 0.8
O=C(O)CCC/C=C\C[C@@H]1[C@@H](/C=C/[C@@H](O)COc2cccc(Cl)c2)[C@H](O)C[C@@H]1O
→ -1, -1, -1, 0, 6, -1, 1, 9, 0.0
O=C(N/N=C/c1cccc([N+](=O)[O-])c1)c1cc(-c2ccccc2)nc2ccccc12
→ 1, 0, 0, 0, 10, 2, -1, 6, -0.4
COc1cc(/C=C/C(=O)Nc2ccc(S(=O)(=O)Nc3ncccn3)cc2)ccc1OCC#N
→ 9, 3, -7, 0, -2, /, 7, 7, -0.6
CCN(CC)c1nc2ccccc2[nH]1
→ -6, 6, 6, 0, -1, 5, -10, -7, -0.7
CCOc1ccc(-n2c(SCC(N)=O)nc3c(c2=O)SCC3)cc1
→ -2, -1, 2, 0, 0, 1, -4, 7, -1.2
COc1cccc(CNc2nnnn2C)c1
→ -1, -1, -7, 0, 6, 7, 0, -7, 1.8
Cc1ccc2c(=O)cc(C(=O)NCc3ccccc3)oc2c1C
→ 1, 0, -19, 0, -8, -3, 1, -5, -1.0
Fc1ccc(NC(=S)NC2CCN(Cc3ccccc3)CC2)cc1
→ -9, -5, 1, 6, -2, -2, -2, -4, 3.6
O=c1[nH]c(/C=C\c2cccs2)nc(O)c1[N+](=O)[O-]
→ 1, -1, -10, 0, 9, -5, -1, 22, -0.1
Cc1cccc(NC(=O)CNC(=O)CCNC(=O)c2ccc(C(C)(C)C)cc2)c1C
→ 6, 5, -1, 0, 4, 1, -1, 3, -0.5
Clc1ccc(COn2c(-c3ccccc3)nc3ccccc32)cc1
→ -9, -3, -1, -2, 3, 8, -1, -9, 0.9
O=C(Nc1ccccc1)C1C(c2ccccc2)C1(Cl)Cl (stereo unspecified)
→ -8, 6, -6, -1, -5, -1, -5, 5, 4.9
CC1CCN(CC(=O)Nc2nccs2)CC1
→ 7, 12, -6, 1, 3, 4, -1, -8, 2.1
Cn1c(CCN2CCCCCC2)nc2cc(NC(=O)Nc3ccccc3)ccc21
→ -10, 1, 5, 0, 8, 8, -12, -2, -0.9
CCCc1cc(C(=O)Nc2sc(C(C)=O)c(C)c2C(=O)OCC)no1
→ 3, 5, -9, 1, -2, 0, -2, 21, 1.4
CCOC(=O)C1(CC/C(C)=N\NC(N)=O)CC(C)OC1=O (stereo unspecified)
→ -3, -2, -4, 1, 1, 4, -2, -7, 2.4
Clc1ccc(OCCCn2ccnc2)c(Br)c1
→ 2, -10, 0, 3, 3, -12, -7, 3, -0.3
Cn1nccc1C(=O)Nn1cnnc1
→ 4, -13, 1, 1, 23, -1, -3, -9, 3.0
CC1CCN(S(=O)(=O)c2ccc(NC(=O)c3cccs3)cc2)CC1
→ -5, -6, 16, 2, 10, 3, -1, 0, 2.4
CC1CCC2(CC1)NC(=O)N(CC(=O)Nc1ccc3c(c1)OCCO3)C2=O (stereo unspecified)
→ 1, -5, 5, 1, 10, 2, -5, -20, 1.6
CCOc1ccc(C(=O)Nc2cnn(Cc3ccc(Cl)c(Cl)c3)c2)cc1
→ 12, -9, 16, 2, 12, 2, -2, 73*, 5.4
CCc1nnc(NC(=O)CSc2nncc(=O)n2N)s1
→ 6, 24*, -6, 1, -21, 3, 0, -10, 1.1
COc1cc(C2SCC(=O)N2c2nnc(C34CC5CC(CC(C5)C3)C4)s2)cc(OC)c1OC (stereo unspecified)
→ 12, 2, 2, 0, 1, 3, -1, 45, 8.7
Cc1ccc(NC(=O)CS(=O)CC(=O)N2CCN(C3CCCC3)CC2)cc1 (stereo unspecified)
→ 0, 0, 13, -1, 9, 0, -4, 5, -0.8
O=C(NCC1CCCN(C(=O)c2cscn2)C1)c1ccc(-c2ccccc2)cc1 (stereo unspecified)
→ -7, -7, -5, 3, 1, 12, 0, -4, 0.9
COc1ccc(C)cc1S(=O)(=O)N1CCN(C(=O)c2ncoc2-c2ccccc2F)CC1
→ -3, -4, 12, 3, 1, 3, -1, 4, 0.4
O=C(NCCCO)C(=O)c1c(-c2ccccc2)cc2ccccn12
→ 0, 2, 3, -1, 3, 8, -2, 1, -1.4
CCN1CCCC1CNS(=O)(=O)c1ccc(Cl)c(C(F)(F)F)c1 (stereo unspecified)
→ -3, 5, 11, 2, 3, -2, -2, -4, 1.5
Cc1ccc(-c2csc(NC(=O)C3=NN(C4CCS(=O)(=O)C4)C(=O)CC3)n2)cc1 (stereo unspecified)
→ -3, 6, -1, 4, -3, -3, 2, 2, 1.9

More entries:
Second line of a record – CHRM4 PAM, M5 PAM, CHRM4 antagonist, CHRM4 agonist, M5 antag, IDE cell inh, CHRM5 agonist, CRFR2-BP antag, CRFBP-R2 agonist
O=C(/C=C\c1ccco1)Nc1ccc(N2CCN(C(=O)c3ccccc3)CC2)cc1
→ 6, -2, 2, 4, -6, 5, 1, -12, -1.5
CC(C)=CCCC(C)CN1CCC(n2nccc2NC(=O)c2cccnc2)CC1 (stereo unspecified)
→ 2, 1, -13, 9, -15, 4, -5, -1, -0.4
Nc1nc(CCOc2ccc(F)cc2)cs1
→ -4, 9, -1, 1, 6, /, -4, -4, -0.8
CCc1c(C)nc(N)n2c(SCC(=O)N3CCCC(C)C3)nnc12 (stereo unspecified)
→ 7, -1, -5, 0, 7, -4, -2, -12, 5.3
COc1ccc(CCNC(=O)COc2ccc(N(C)S(=O)(=O)c3ccc(C)cc3)cc2)cc1
→ 3, 2, 7, 1, 8, 4, 2, 28, -0.3
Cc1cc(N/C=C\C(=O)c2ccc(Cl)c(Cl)c2)no1
→ 6, -2, 3, 0, 10, 0, -2, 3, 1.8
O=C1C(Cl)=C(NCCc2ccccc2)C(=O)c2ccccc21
→ -7, -8, 13, 3, 19, /, -1, -23, -2.9
CCCCSc1nnc(-c2ccc(C)cc2)n1C
→ 0, -8, 1, 0, 5, -1, -9, 6, 0.8
Cc1ccc2c(c1)c1c(n2CC(O)Cn2nc(C)c(Br)c2C)CCCC1 (stereo unspecified)
→ -11, 4, 10, 1, -2, 0, 0, -34, 4.3
O=C(CN(Cc1cccs1)C(=O)CNS(=O)(=O)c1ccc(Cl)cc1)NCC1CCCO1 (stereo unspecified)
→ 0, 4, 3, 2, 1, -7, 1, 1, 0.0
COc1cn(-c2ccccc2)nc1C(=O)NCc1ccccc1
→ 6, 10, -21, 2, -4, 0, -3, 6, 1.3
O=C(Cc1ccc(Cl)cc1)NC1CC1
→ 2, 5, -1, 2, -11, 6, -2, -9, 0.2
CCCCCNC(=O)CCCCn1c(=O)[nH]c2cc(OCC)c(OCC)cc2c1=O
→ -1, 3, 4, 0, -5, 0, -8, 3, -1.9

An excerpt from above in order of the IDE cell inh value, rising.
Second line of a record – CHRM4 PAM, M5 PAM, CHRM4 antagonist, CHRM4 agonist, M5 antag, IDE cell inh, CHRM5 agonist, CRFR2-BP antag, CRFBP-R2 agonist
Fc1ccc(NC(=S)NC2CCN(Cc3ccccc3)CC2)cc1
→ -9, -5, 1, 6, -2, -2, -2, -4, 3.6
CCCc1cc(C(=O)Nc2sc(C(C)=O)c(C)c2C(=O)OCC)no1
→ 3, 5, -9, 1, -2, 0, -2, 21, 1.4
CC1CCN(S(=O)(=O)c2ccc(NC(=O)c3cccs3)cc2)CC1
→ -5, -6, 16, 2, 10, 3, -1, 0, 2.4

Bioassay records from PubChem BioAssay.
